Screening results from PubChem BioAssay.
p-CIP stab down: compounds decreasing mouse p/CIP protein stability. Q05BA5. F442A p/CIP-EGFP cells, EGFP fluorescence, 16 h. decrease of EGFP signal, % at 10 µM. AID 1984. 0.01% of 290,000 active;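 active = EGFP signal decrease of at least 30% at 10 µM or well 3 SD below plate mean, unless failing retest; inactive = the rest, including hits failing retest or dose response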; also: some compounds called inactive have numbers as strong as hits; many of its hits are not listed in these tables
IDE inh: cellular human IDE inhibition; P14735; HEK cells, FAbetaB cleavage, fluorescence polarization; inhibition, % at 5.59 µM; 0.41% of 320,000 active; AID 434962;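 active = percent inhibition above the average of all tested compounds plus 3 SD, set per screening campaign, cut at about 16% in these data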;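 also: IDE supplied by intact live HEK cells; FP after avidin binding of uncleaved biotin substrate so inhibition keeps polarization high; 0% = DMSO wells and 100% = 60 µM reference IDE inhibitor Ii1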
IDE act: boosts human insulin-degrading enzyme activity in HEK cells; P14735; FAbeta-B cleavage, fluorescence polarization; 0% vehicle, 100% cell-free pure enzyme wells; 0.073% of 340,000 active; activation, % at 5.96 µM; AID 493087;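 active = activation above the mean of all tested compounds plus 3 SD, set per screening campaign, cut at about 17% in these data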
GPR7 antagonist: blocks human GPR7 receptor signaling | inhibition, % at 4.4 µM | 1.1% of 290,000 active | GPR7-expressing cells, fluorescence antagonist assay; in the data active = inhibition above about 16%, passing the limit was not always enough;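 also: cells stimulated with the agonist NPW; 0% = agonist with vehicle and 100% = vehicle without agonist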
Target sequence (P48145 whole entry, looked up): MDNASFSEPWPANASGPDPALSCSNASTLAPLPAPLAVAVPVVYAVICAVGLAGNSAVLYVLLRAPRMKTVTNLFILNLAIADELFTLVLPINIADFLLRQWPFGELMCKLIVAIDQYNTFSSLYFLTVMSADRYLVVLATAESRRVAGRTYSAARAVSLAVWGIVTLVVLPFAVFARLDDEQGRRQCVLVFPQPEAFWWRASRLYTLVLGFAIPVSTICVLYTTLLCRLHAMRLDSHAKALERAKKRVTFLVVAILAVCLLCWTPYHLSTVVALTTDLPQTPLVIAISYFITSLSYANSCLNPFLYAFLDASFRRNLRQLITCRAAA
VIM-2 inh: inhibitors of Pseudomonas aeruginosa VIM-2 metallo-beta-lactamase; purified VIM-2, nitrocefin hydrolysis, epi-absorbance fluorescence; inhibition, % at 5.6 µM; 0.89% of 290,000 active;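 active = inhibition above the mean of all tested compounds plus 3 SD, cutoff set per screening run, cut at about 7.5% in these data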;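 also: red hydrolysis product quenches plate fluorescence so inhibitors raise well fluorescence; 0% = enzyme with DMSO and 100% = DMSO without enzyme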
IMP-1 inhibitor: inhibitors of Pseudomonas aeruginosa IMP-1 metallo-beta-lactamase; purified IMP-1, nitrocefin hydrolysis, epi-absorbance fluorescence; 0.45% of 290,000 active; inhibition, % at 5.6 µM;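 active = inhibition above the mean plus 3 SD of all compounds in the same screening run, cut at about 4.5% in these data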;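 also: 0% = IMP-1 with DMSO and 100% = DMSO wells lacking enzyme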
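Material – recombinant IMP-1 enzyme, purified · Amount – IMP-1 0.2 nM before substrate addition · Medium – HEPES buffer pH 7.1 with ZnSO4 and Brij 35 · Timing – 25 °C, 15 min preincubation, 25 min reaction · Measured by – plate fluorescence quenching by hydrolysis product, ex 480/em 530 nm · Read-out – percent enzyme inhibition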
PHOSPHO1 block: inhibitors of human PHOSPHO1 phosphatase | Q8TCT1 | recombinant PHOSPHO1, absorbance phosphatase assay | inhibition, % at 13.3 µM | 1.1% of 290,000 active | AID 1565; in the data active = inhibition above about 60%
Target sequence (Q8TCT1 whole entry, looked up): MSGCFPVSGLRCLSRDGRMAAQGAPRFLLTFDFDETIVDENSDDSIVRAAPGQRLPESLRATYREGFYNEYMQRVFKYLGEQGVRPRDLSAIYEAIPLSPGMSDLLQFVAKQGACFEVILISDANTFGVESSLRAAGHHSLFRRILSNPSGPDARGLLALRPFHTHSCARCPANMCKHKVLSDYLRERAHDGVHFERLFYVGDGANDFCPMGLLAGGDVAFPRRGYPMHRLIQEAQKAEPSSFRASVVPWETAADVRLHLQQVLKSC
M18AAP inhibitor: PfM18AAP enzyme inhibition. inhibition, % at 7.35 µM. recombinant PfM18AAP, H-Glu-NHMec fluorogenic cleavage. 1.2% of 290,000 active. AID 1822;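 active = inhibition above the campaign mean inhibition over all tested compounds plus 3 SD, cut at about 28% in these data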;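 also: 0% = plate median of test compound wells and 100% = 2 mM ZnCl2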
NALP1 inh: blocks the NALP1 inflammasome reconstituted in yeast; S. cerevisiae NALP1/ASC/caspase-1 growth, X-gal OD620, 72 h; inhibition, % at 10 µM; 0.61% of 280,000 active; AID 2071; in the data active = inhibition mostly above about 24%, no sharp cut-off; inactive = mostly below about 32%; also: some compounds called inactive have numbers as strong as hits
Starred values were filed as active, the others as inactive; . = not tested or not shown.

p-CIP stab down,IDE inh,IDE act,GPR7 antagonist,VIM-2 inh,IMP-1 inhibitor,PHOSPHO1 block,M18AAP inhibitor,NALP1 inh,molecule
-7,6,3,-6,-3.5,-5.0,27,-9,-2,CCCN(CC(=O)Nc1cc(Cl)ccc1Cl)C(=O)CN1C(=O)C2CCCCC2C1=O (configuration not stated)
-18,1,5,-13,-2.3,-4.4,22,1,.,Nc1nc(C2CCOCC2)cs1
-12,2,4,-7,0.2,-0.9,4,-6,-4,N/C(=N\OC(=O)c1cccc2ccccc12)c1cccc([N+](=O)[O-])c1
-3,-2,2,-15,-2.8,-3.5,10,-1,.,CCCCCOC(=O)CSc1nnc(-c2cc(OC)c(OC)c(OC)c2)o1
4,16*,-11,-1,-1.1,-3.2,45,2,21,CC(C)(C)NCC(=O)N/N=C/c1ccc(OCc2ccccc2)cc1
-11,-2,1,-9,-1.5,-0.9,22,0,12,O=C(NC1CCCCC1)N(Cc1nc2ccccc2c(=O)[nH]1)C1CCCCC1
-5,-2,3,-12,-2.5,-2.0,29,9,4,CC(C)c1nc(CNC(=O)CC2C(=O)NCCN2Cc2cccc(F)c2F)cs1 (configuration not stated)
-3,4,.,0,-0.4,-3.0,4,-8,5,O=C(NN=C1CCCC1)c1[nH]c2ccc(Cl)cc2c1-c1ccccc1
0,7,-4,7,-2.4,-2.2,13,8,-2,COc1ccccc1-n1cnc2cc(NC(=O)c3ccco3)ccc21
-19,0,2,-1,-0.1,2.4,-2,43*,0,COc1cc(C2Nc3ccc4ncccc4c3C3=C2C(=O)CCC3)cc(OC)c1O (configuration not stated)
1,4,-1,-5,-2.6,-5.5,0,2,-21,CC1(C)Cc2c(c(=S)nc(-c3ccccc3)n2CCN2CCOCC2)CO1
6,7,-3,-16,-1.6,0.4,12,5,6,O=S(=O)(c1ccc2ccccc2c1)N1CCN(S(=O)(=O)N2CCCCC2)CC1
-2,2,-1,-14,0.1,1.9,8,9,16,COc1ccc(CCNC2=C(Cl)C(=O)N(CCc3ccc(OC)c(OC)c3)C2=O)cc1OC
-11,-1,6,-8,-1.6,-0.5,-18,-2,-20,CC(=O)Nc1ccc(NC(=O)CCC(=O)NCCO)cc1
-8,.,2,6,-1.3,-0.7,34,-17,27,CCC1CN(C(=O)NCc2ccc(C)cc2)c2cc(Cl)ccc2O1 (configuration not stated)
2,15,-3,-10,-2.1,-1.8,-2,-5,21,O=C(c1cc(N2C(=O)C3C4CCC(C4)C3C2=O)ccc1Cl)N1CCN(c2ccccc2)CC1 (configuration not stated)
-17,1,0,-1,-3.0,-2.3,-1,-2,5,COc1ccc(C(=O)N2c3ccccc3C(=O)OC2c2ccc3c(c2)OCO3)cc1 (configuration not stated)
-13,-2,4,-14,-4.7,-2.3,23,3,-3,Cc1ccnc(N2CCC(C(=O)Nc3ccc4c(c3)OCCO4)CC2)n1
9,0,-8,-2,-1.6,-3.1,6,-3,-6,Cn1c(=O)c2cc(S(=O)(=O)NCCC(=O)NCCC3=CCCCC3)ccc2n(C)c1=O
1,5,5,-3,-1.0,-0.7,18,3,2,CC[C@@H](C)[C@@H](C(=O)N1CCN(C(=O)OC(C)(C)C)CC1)n1cc(CCCN=C(NC(=O)OC(C)(C)C)NC(=O)OC(C)(C)C)nn1
-8,-11,1,3,-4.1,-4.6,28,2,0,CNc1sc(C(=O)c2ccc(F)cc2)c(N)c1-c1nc2ccccc2s1
-12,0,2,-6,-1.1,-3.0,19,8,-22,O=C(N1CCN(c2ccccc2)CC1)C1(S(=O)(=O)c2ccc(Cl)cc2)CC1
-4,2,-4,-3,1.6,-0.5,21,-7,4,CCN(C(=S)Nc1ccc(OC(F)F)cc1)C1CCCCC1
-9,0,2,9,0.1,-0.5,7,-4,0,O=C(O)c1cc(Cl)ccc1NC(=O)C1CCCO1 (configuration not stated)
-10,-3,-3,-9,-0.4,-0.3,-11,3,8,O=C(Nc1nc2ccc(Cl)cc2s1)c1ccc(Br)o1
-14,10,3,-8,-1.5,0.8,7,6,-4,O=C(O)C1CC=C(Cl)CC1C(=O)NCc1ccccc1 (configuration not stated)
-8,-4,8,20,-1.7,-0.9,-8,-9,-1,Cc1ccccc1NC(=O)c1ccc(CSc2ncccn2)cc1
2,0,3,-7,-3.2,-3.8,-7,-7,12,O=C(Nc1ccc(N2CCOCC2)cc1N1CCOCC1)c1ccco1
-10,0,-1,-4,0.0,-2.6,16,-17,9,CS(=O)(=O)N1CCC(C(=O)N2CCN(C(c3ccccc3)c3ccccc3)CC2)CC1
-2,6,0,-11,-2.4,-3.4,-1,6,3,O=C(NC(=S)Nc1ccc(S(=O)(=O)Nc2nccs2)cc1)c1ccccc1F

Structures listed above shown as hits in M18AAP inhibitor.
p-CIP stab down,IDE inh,IDE act,GPR7 antagonist,VIM-2 inh,IMP-1 inhibitor,PHOSPHO1 block,M18AAP inhibitor,NALP1 inh,molecule
-19,0,2,-1,-0.1,2.4,-2,43*,0,COc1cc(C2Nc3ccc4ncccc4c3C3=C2C(=O)CCC3)cc(OC)c1O (configuration not stated)

Continued.
p-CIP stab down,IDE inh,IDE act,GPR7 antagonist,VIM-2 inh,IMP-1 inhibitor,PHOSPHO1 block,M18AAP inhibitor,NALP1 inh,molecule
-8,-2,-1,-4,-4.6,-2.6,-31,5,16,Cc1cccc(-n2c(C)cc(/C=N/NC(=O)c3cccc([N+](=O)[O-])c3C)c2C)c1
-4,3,1,-4,-0.7,-2.1,-11,-2,32,COc1ccc(-n2ccc(-c3nn(-c4cccc(C(F)(F)F)c4)ccc3=O)n2)cc1
-2,4,11,-2,-1.7,-2.4,20,5,-16,NNC(=O)c1ccc(COc2ccc3ccccc3c2)o1
1,4,3,2,0.1,0.0,-28,-4,-1,CC(C#N)Sc1nc2ccccc2c(=O)n1-c1ccccc1 (configuration not stated)
6,3,0,-7,5.8,-4.3,1,-10,23,CC1CCCc2sc3nc(N4CCN(CCO)CC4)n4ncnc4c3c21 (configuration not stated)
0,-2,6,-8,-4.0,-1.6,9,3,2,CC(C)=C(NC(=O)c1ccccc1)C(=O)N1CCOCC1
7,-1,1,3,-3.5,-3.2,-4,16,11,CC(C)/C=N/Nc1nc2c(c(=O)n(C)c(=O)n2C)n1C
12,-2,4,-4,-6.8,-3.1,-27,3,14,CCCCOc1ccc(C(=O)N/C(=C\c2cccc([N+](=O)[O-])c2)C(=O)OCc2ccco2)cc1
5,1,0,-8,-0.7,-3.3,-16,-1,9,CCCCCn1c(Sc2ncccn2)nc2c1c(=O)[nH]c(=O)n2C
1,9,3,-3,-2.1,-3.9,6,9,13,CSc1nsc(SC)c1C(=O)Nc1ccc(C)cc1
2,4,0,-7,-0.7,-2.5,-10,3,-2,CC(=O)c1c(C)[nH]c(C(=O)Nc2ccc(F)cc2F)c1C
16,3,1,16*,1.9,-1.3,46,58*,7,CCOC(=O)CNC(=S)n1ncnc1N
-10,2,1,8,-1.6,-3.4,8,-4,50,COC(=O)/C=C/C(=O)Nc1cccc(C(F)(F)F)c1
-8,-1,0,-16,-0.5,-1.5,0,-1,8,C/C=C/c1ccc(OCC(=O)Nc2cc(OC)c(OC)c(OC)c2)c(OC)c1
-9,5,-6,-30,5.8,-4.4,7,1,32,Cc1nc(SCC#N)c2c(C)c(C)sc2n1
4,1,-1,1,-1.7,1.9,4,8,22,COc1ccc(N2CCN(C(CNC(=O)C(C)(C)C)c3cccnc3)CC2)cc1 (configuration not stated)
-2,-12,1,7,-2.2,-0.6,35,0,20,COc1cnn(C(C)(C)C)c(=O)c1Cl
-12,5,1,12,-3.7,-3.9,5,-2,16,CN(C)CCNCc1ccccc1OC1CCCC1
-4,-3,0,-3,-5.1,-4.6,28,-2,34,CC(Cc1ccccc1)C(=O)NCc1ccccn1 (configuration not stated)
-2,-3,5,-2,-4.6,-2.1,-36,-3,30,CC(=O)Cc1nsc(NC(=O)c2ccc(-c3ccccc3Cl)o2)n1
-8,-1,7,-12,-0.2,-1.0,41,0,22,COc1ccc(C(=O)Nc2cccc(C(=O)O)c2)cc1S(=O)(=O)N1CCCC1
-2,19*,-9,-1,2.1,-0.9,16,-11,-6,CCCCNC(=S)N1CCN(c2nc3ccccc3s2)CC1
-4,2,-1,17,0.9,-2.8,7,0,-7,CCN(CC)C(=O)C(=O)N/N=C/c1cccc(Br)c1
-13,2,5,-4,-1.5,-3.7,5,-1,10,COc1cccc(OC)c1C(=O)Nc1cccc(C(C)=O)c1
-4,2,1,-6,-3.6,-3.7,4,-5,-1,CC12CCC(C(=O)N3CCN(C(c4ccccc4)c4ccccc4)CC3)(OC1=O)C2(C)C (configuration not stated)
-4,2,0,-13,-0.2,-2.5,32,-2,.,Cc1cccc(NC(=O)CCC(=O)Nc2nnc(C(F)(F)F)s2)c1
12,-4,5,-18,-1.7,-2.8,.,1,-19,CCCCS(=O)(=O)N1CCCC(C(=O)Oc2ccccc2)C1 (configuration not stated)
-10,-3,1,2,-3.4,-1.6,4,6,30,CN(C)/C=N/c1sc2c(c1C#N)CCCCC2
-6,-5,2,2,-1.8,-2.7,36,0,.,COc1ccccc1CN1C[C@@H]2C[C@@H](c3ccccc3OC)N3CCC[C@@]23C1=O
0,-3,4,6,-1.5,-1.2,32,10,.,O=C(C1CC1)N1CCN(c2ccc([N+](=O)[O-])cc2-n2cccc2)CC1
7,-4,-2,-14,24*,-1.9,16,-7,.,CCSc1nncn1/N=C/c1ccc(OC)c(OC)c1
-13,6,3,3,-1.4,-0.6,29,-3,9,c1ccc(CCc2nc(-c3ccccc3)no2)cc1
-8,-5,-4,-9,-0.6,-0.1,-2,-2,21,CC(C)C(c1nnnn1CC1CCCO1)N1CCN(C2CCCC2)CC1 (configuration not stated)
-13,3,-1,2,-1.1,-1.5,42,2,8,Cc1ccc(C(=O)Oc2cc(C)n(C)c(=O)c2)cc1
.,-3,0,1,0.1,-0.8,.,-6,.,NC(=O)N1CC(O)CC1C(=O)Nc1ccc(Cl)c(Cl)c1 (configuration not stated)
-5,5,0,-16,-3.3,-3.1,1,15,24,C/C(=N\Nc1nc(C)cc(=O)[nH]1)C1CC1
12,4,-3,1,0.3,-3.6,23,-7,8,COC(=O)c1cc(OC)c(OC)cc1NC(=O)Cc1ccccc1[N+](=O)[O-]
3,3,3,-15,-2.4,-2.7,11,3,20,O=C(CCN1C(=O)c2ccccc2S1(=O)=O)Nc1ccc2c(c1)OCCO2
-13,-10,4,-8,-0.6,-3.7,12,20,3,CN(C)c1ccc(/C=N/n2c(-c3cccnc3)n[nH]c2=S)cc1
7,5,1,-4,-3.3,-4.6,12,-5,14,NC(=O)c1nsc(C(=O)N(CCCN2CCOCC2)C(C(=O)NC2CCCCC2)c2ccc(Cl)cc2)c1N (configuration not stated)
-9,7,-9,18,-2.0,-0.7,29,-12,17,O=C(CCC(=O)N1CCN(c2cccc(Cl)c2)CC1)N1CCN(c2ccccc2)CC1
-9,4,3,-2,-3.6,-4.7,-14,-9,11,C/C(=N\NC(=S)NC1CCCCC1)c1cccc(Br)c1
4,3,.,-11,2.2,-2.1,20,-4,.,Cc1cc(C)c2c(CCl)cc(=O)oc2c1

An unsorted share of the library; 5.3% or so of the library scored in one or more.
